Source: PubChem (several laboratories)
ERb coact inh: blocks coactivator binding to human estrogen receptor beta; TR-FRET ER-beta LBD / SRC1-Cy5 peptide binding; receptor agonist-loaded with 1 µM estradiol; AID 633; Q92731; inhibition, % at 25.6 µM; 1.3% of 86,000 active;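 active means compounds whose percent inhibition of the receptor-coactivator binding signal exceeds about 50% in the single-dose screen, limit read from the data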;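 further: 0% = receptor plus peptide wells without compound and 100% = peptide-only wells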
Smad3 inh: inhibitors of human Smad3 transcription factor binding. AID 630. inhibition, % at 25 µM. TR-FRET Smad3/Dy647-FoxH1 peptide binding, europium anti-His. P84022. 0.29% of 88,000 active;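 active means compounds that reduce the energy-transfer binding signal between the protein and its labelled peptide by more than half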;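 further: 0% = Smad3 plus labelled peptide maximal FRET and 100% = peptide-only background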
HUVEC inhibit: human endothelial cell proliferation inhibition; HUVEC proliferation, CellTiter-Glo luminescence, 72 h; hits give low values; viability, % at 10 µM (by protocol); 1.1% of 86,000 active;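 active means viability at or below 30%; inactive means viability above 30%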;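 further: 100% = median luminescence of DMSO-only cell control wells on each plate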
Lung fibro prol: blocks proliferation of human lung fibroblasts; LL 47 human lung fibroblast viability, ATP luminescence; hits give low values; viability, % at 10 µM; 1.1% of 85,000 active;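 active means viability at or below 50% in the single dose screen; inactive means viability above 50%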;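 further: compound exposure lasted 72 h before the ATP readout; 100% = median luminescence of untreated cell-only wells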
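Material: human lung fibroblast line LL 47, low passage; Evaluation: viability percentage against median untreated-cell control; Buffer or medium: 15% FBS in IMEM; Incubation: 72 h compound exposure at 37 °C after overnight plating; Dosing: 0.1% DMSO in all compound wells; Measured by: CellTiter-Glo luminescence.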
ERa SRC1 pot: enhances coactivator binding to human estrogen receptor alpha. TR-FRET ERalpha-LBD/SRC-Cy5 coactivator binding, 2 h; 100 = basal binding, no effect. coactivator binding (% of control), % at 25.6 µM. P03372. 1.3% of 86,000 active; in the data active means activity above about 200%;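 further: binding measured in presence of low estradiol as agonist stimulus; 0% = peptide alone without receptor and 100% = receptor with peptide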
Calb biofilm kill: kills Candida albicans biofilms | C. albicans biofilm + clotrimazole, Alamar Blue | inhibition, % at 6 µM | 0.14% of 85,000 active | AID 834;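 active means inhibition above 20%; inactive means inhibition below 20%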;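 further: preformed 24 hr biofilms exposed to compound for 48 hr; 0% = biofilm without compound and 100% = blank killed by clotrimazole plus chlorhexidine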
H69AR inhibit: growth inhibitors of human H69AR lung tumor cells; AID 598; viability, % at 10 µM; H69AR lung tumor viability, ATP luminescence, 72 h; hits give low values; 6% of 85,000 active;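 active means viability at or below 40%; inactive means viability above 40%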;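 further: multidrug resistant small cell line overexpressing MRP-1 efflux transporter; 100% = mean luminescence of untreated control wells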
sEH activator: increases human soluble epoxide hydrolase activity; 0.04% of 91,000 active; activation, % at 2 µM; purified human sEH enzymatic activity, activator screen; in the data active means activation above about 37%; further: values of inactives mirror those of a sister screen read the other way
Target sequence (P34913 whole entry, looked up): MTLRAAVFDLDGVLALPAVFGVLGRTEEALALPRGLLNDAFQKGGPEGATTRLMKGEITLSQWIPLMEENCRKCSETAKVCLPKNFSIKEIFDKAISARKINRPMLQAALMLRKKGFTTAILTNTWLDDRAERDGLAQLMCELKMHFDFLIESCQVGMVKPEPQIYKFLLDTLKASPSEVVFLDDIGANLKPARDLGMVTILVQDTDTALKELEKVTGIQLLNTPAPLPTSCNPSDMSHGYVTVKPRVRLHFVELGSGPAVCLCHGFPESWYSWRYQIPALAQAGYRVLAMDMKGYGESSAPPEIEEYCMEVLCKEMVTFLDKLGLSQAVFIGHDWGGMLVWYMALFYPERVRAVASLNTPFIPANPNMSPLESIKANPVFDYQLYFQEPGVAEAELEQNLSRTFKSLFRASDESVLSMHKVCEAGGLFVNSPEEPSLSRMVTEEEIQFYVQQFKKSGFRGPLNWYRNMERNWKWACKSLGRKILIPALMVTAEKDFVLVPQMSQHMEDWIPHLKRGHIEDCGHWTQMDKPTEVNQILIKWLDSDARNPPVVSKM
ERa SRC1 inh: blocks coactivator binding to human estrogen receptor alpha; P03372; TR-FRET ER-alpha LBD / SRC-1 peptide, estradiol-bound; inhibition, % at 25.6 µM; 1.7% of 86,000 active; AID 629; in the data active means inhibition above about 50%;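 further: 0% = receptor plus peptide control and 100% = peptide only without receptor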
* marks the source's active call; other numbers are inactive results; . = not tested or not shown; [ ] = dose if it differs, or a comment. Some of the compounds tested, so the mix of outcomes need not match the whole.

molecule	ERb coact inh	Smad3 inh	HUVEC inhibit	Lung fibro prol	ERa SRC1 pot	Calb biofilm kill	H69AR inhibit	sEH activator	ERa SRC1 inh
COc1cc2c(cc1OC)C(C(=O)O)C(c1cc(Br)c(O)c(OC)c1)N(C)C2=O (stereo not drawn)	-9	7[fluorescence artefact?]	92	100	114	2	89	.	-1
CCCn1c(SCC(=O)Nc2c(CC)cccc2CC)nnc1C(C)C	0	8	99	98	115[fluorescence artefact?]	-5	90	1	-1
CCCCc1ccc(Nc2nc(CCC)cc(=O)[nH]2)cc1	-4	16	2.5*	75	104	5	58	-5	-1
COC(=O)c1c(C)[nH]c(C)c1-c1ccccc1Cl	-5[fluorescence artefact?]	2	105	87	105	9	80	14	-2[fluorescence artefact?]
CCOc1ccc(N(C(C)C(=O)Nc2ccc(OC)cc2)S(C)(=O)=O)cc1 (stereo not drawn)	8[fluorescence artefact?]	-7	106	100	91[fluorescence artefact?]	0	103	10	1
Cc1c(C(=O)Nc2ccccc2N2CCOCC2)sc2nc3n(c(=O)c12)CCC3	-1	4	102	97	117	7	93	.	-13
Nc1nonc1-c1noc(CCCN2C(=O)c3ccccc3C2=O)n1	5[fluorescence artefact?]	8	100	100	127	1	90	.	7[fluorescence artefact?]
COc1ccc2nc3oc(C(=O)N4CCN(c5cccc(Cl)c5)CC4)cc3cc2c1	35	-11	80	111	113	8	95	5	62*[fluorescence artefact?]
Cc1ccc(S(=O)(=O)N(CCO)Cc2cc3ccc(C)c(C)c3[nH]c2=O)cc1	4[fluorescence artefact?]	-1	90	91	128	-1	66	-6	0
CCOC(=O)Cc1csc(NS(C)(=O)=O)n1	1[fluorescence artefact?]	5	89	93	105	5	92	30	5[fluorescence artefact?]
CCOC(=O)N1CCC(NCCNC(=O)c2ccccc2)CC1	-12	-9	96	108	96	4	90	8	-5
NC(=O)c1ccc2c(c1)OCCO2	21	-4	108	107	121	3	95	4	8
CCCC(C(=O)NCc1ccco1)N(C(=O)CNS(=O)(=O)c1ccccc1)c1ccccc1OC (stereo not drawn)	-5[fluorescence artefact?]	-1	81	97	88	-1	81	-19	3[fluorescence artefact?]
COc1ccc(OC(=O)c2cccc([N+](=O)[O-])c2)c(C(=O)/C=C/c2cccs2)c1	6	9	53	93	110[fluorescence artefact?]	7	3.4*	-2	5[fluorescence artefact?]
c1csc(-c2nc3ccccc3[nH]2)c1	-1	13	99	101	104	2	95	-6	-11
O=C(CN1CCN(Cc2ccc3c(c2)OCO3)CC1)Nc1ccc2c(c1)OCCO2	-1[fluorescence artefact?]	-2	90	98	113	7	95	-8	-3
CSc1nnc(-c2cnccn2)n1C	-1	2	102	101	94	7	100	29	-10
CCOc1cc(N2CCOCC2)c(OCC)cc1NC(=O)COc1ncnc2ccc(Br)cc12	27	2	73	42*	77[fluorescence artefact?]	5	47	12	54*[fluorescence artefact?]
CCN(CC)CCN1C(=O)C(=O)/C(=C(/O)c2c(C)[nH]c(C(=O)OC)c2C)C1c1cccc(OC)c1 (stereo not drawn)	-1[fluorescence artefact?]	-6	99	103	110	-1	106	.	-2[fluorescence artefact?]
Cc1cccc2cc(CN(Cc3nnnn3C3CCCCC3)C3CCCC3)c3nnnn3c12	-3	6	87	96	118	4	71	-9	-3[fluorescence artefact?]

New compounds follow
molecule	ERb coact inh	Smad3 inh	HUVEC inhibit	Lung fibro prol	ERa SRC1 pot	Calb biofilm kill	H69AR inhibit	sEH activator	ERa SRC1 inh
O=C1OC2(CCCCC2)OC(=O)C1=CNc1nccs1	4	-3	104	99	105	-3	95	.	5
COCc1cc(C)nc(NCCO)c1C#N	-17	-2	98	97	106	4	106	-1	-16
CCOC(=O)CN(C(=O)CSc1nnc(-c2ccncc2)n1CCCN(C)C)c1ccccc1	14	0	92	95	96	10	99	.	7
CCOc1ccc(NC(=O)c2ccc3nccnc3c2)cc1	31[fluorescence artefact?]	3	96	106	86	6	98	-5	2
CS(=O)(=O)C1=C(O)C(=O)N(c2ccccc2)C1c1ccccc1 (stereo not drawn)	-1	3	95	98	105[fluorescence artefact?]	4	98	.	5
CC(=O)NC(C)c1nc2ccccc2n1C(C)C (stereo not drawn)	-4	0	92	97	113	8	104	9	-4
Clc1ccc(-c2ccc(-c3nn4c(-c5ccco5)nnc4s3)o2)cc1	46	9	83	89	123[fluorescence artefact?]	6	26*	-11	74*
COC(=O)c1ccccc1NC(NC(=O)c1ccco1)C(=O)c1ccc(C)cc1 (stereo not drawn)	5	4	86	87	106	6	62	-3	-10
CCC(=O)c1ccc(OCC(O)Cn2cnc3ccccc32)cc1 (stereo not drawn)	-9	-6	89	90	99	9	75	-3	-6
CCOc1ccccc1C(=O)NC1CC2CCCC(C1)N2C1CC1 (stereo not drawn)	3[fluorescence artefact?]	-7	97	92	115	9	93	-3	4[fluorescence artefact?]
CCNc1nc(NC(C)C)nc(Oc2ccc(OCCOc3ccccc3)nn2)n1	-4	-3	80	90	105	8	68	-14	-19
CC(=O)c1cccc(N(C(=O)c2ccco2)C(C(=O)NC2CCCC2)c2ccncc2)c1 (stereo not drawn)	-2	-8	99	96	109	-1	93	-2	8
O=S(=O)(c1ccc(F)cc1)N(CCO)CC(O)Cn1c2ccccc2c2ccccc21 (stereo not drawn)	-2	-2	55	99	88	1	13*	-9	-6
O=C(Nc1cc2c(cc1Cl)OCCO2)c1ccco1	-2	6	99	96	99	3	93	13	-2
CC(=O)NC1CCN(C(=O)N2CCCC2)CC1	16	1	97	99	116	8	101	3	-8
Cc1ccc(-c2nnc3n2N=C(c2ccc(Br)cc2)CS3)cc1	30[fluorescence artefact?]	9	60	70	95[fluorescence artefact?]	5	6.1*	-20	66*
COc1cccc(OCc2nnc(SCC(=O)NCc3ccco3)n2C)c1	-5	-15	96	98	93	3	96	3	-2
O=C(CCCN1C(=O)c2ccccc2C1=O)Oc1ccc(F)cc1	-4	-5	92	98	94	6	92	-13	-7
CCOC(=O)c1cccc(NC(=O)CSc2nnc(COc3ccc(Cl)cc3)o2)c1	5[fluorescence artefact?]	16[fluorescence artefact?]	93	99	150	8	97	-9	3[fluorescence artefact?]
O=C(NCN1CCc2ccccc2C1)c1ccccc1	2	0	93	97	121	7	100	0	-11

Later entries:
molecule	ERb coact inh	Smad3 inh	HUVEC inhibit	Lung fibro prol	ERa SRC1 pot	Calb biofilm kill	H69AR inhibit	sEH activator	ERa SRC1 inh
Cc1cc(C(F)(F)F)n2ncc(-c3ccccc3)c2n1	6	-9	74	96	95	8	101	4	-7
O=C(CCSc1ccc(Cl)cc1)N1CCOCC1	6	-7	97	100	108	3	93	19	-6
COCCn1c(Cc2ccccc2)nnc1SCC(=O)N1CCCCC1C (stereo not drawn)	-2	9	106	107	104	7	101	4	-7
CCNC(=S)NNC(=O)c1cccnc1	-3	-10	92	97	102	7	91	1	-1
CN1CCN(c2ncccc2S(=O)(=O)N2CCCCC2)CC1	-3	5	91	98	123[fluorescence artefact?]	7	87	2	-5
Cc1cc(NC(=O)C2COc3ccccc3O2)no1 (stereo not drawn)	-8	4	94	106	121	13	98	.	-8
Cc1ccc(CN(c2ccc(C(=O)NCc3ccc4c(c3)OCO4)cc2)S(C)(=O)=O)cc1	-3	10	62	92	108	-3	80	-30	0
Cc1ccc2nc(NC3=NCN(Cc4cccnc4)CN3)nc(C)c2c1	11	-3	94	82	83	7	67	.	3
Cc1cc(-c2ccccc2)nc2[nH]n(-c3ccccc3)c(=O)c12	-3	12	95	101	91[fluorescence artefact?]	-4	94	-22	-11
COc1ccc(OC)c(NC(=O)c2cnn(-c3ccccc3Cl)c2NC(=O)c2ccco2)c1	18[fluorescence artefact?]	4	99	102	93[fluorescence artefact?]	-5	75	13	-3[fluorescence artefact?]
NS(=O)(=O)c1cc2c(cc1Cl)NCNS2(=O)=O	4	8	97	99	102	-2	93	.	5
Cc1ccc(S(=O)(=O)N(C)CC(=O)OCc2nnc(-c3ccccc3)o2)cc1	2	9	95	90	91	4	76	15	3
